hIAP inh – human IAP inhibitors, primary screen, biochemical, luminescence, uHTS; Intestinal-type alkaline phosphatase (Homo sapiens), P09923; inhibition, % at 10 µM; 330,000 compounds, 0.12% hits; purified IAP, CDP-Star luminescence, 30 min;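 active = inhibition reaching a set limit with compound at 10 µM in the primary screen, cut at about 35% in these data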;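 also: plate controls were DMSO wells with enzyme for no effect and no-enzyme buffer wells for full effect; values of inactives mirror those of a sister screen read the other way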
NALP3 yeast inh – NALP3 inflammasome inhibitors in reconstituted yeast, primary screen, luminescence, uHTS. 330,000 compounds, 0.39% hits. Yeast reconstituted NLRP3/ASC/caspase-1, beta-gal luminescence, 24 h. inhibition, % at 10 µM. AID 2825, 2010;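 active = inhibition of 50% or more; inactive = inhibition below 50%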;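 also: plate controls were induced DMSO wells for no effect and uninduced yeast grown without galactose for full effect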
tim10-1 inh – growth inhibitors of tim10-1 mutant yeast, primary screen, luminescence, uHTS. S. cerevisiae tim10-1 ts strain growth, BacTiter-Glo, 24 h. inhibition, % at 20 µM. 330,000 compounds, 2.2% hits;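 active = inhibition of at least 40%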;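 also: mutant grown at 25 °C; 0% = DMSO wells with yeast and 100% = wells holding no yeast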
A3G deaminase – APOBEC3G DNA deaminase inhibitors, primary screen, biochemical, fluorescence, single-stranded DNA substrate, uHTS | inhibition, % at 20 µM | recombinant A3G, ssDNA deamination FAM/TAMRA fluorescence | 330,000 compounds, 0.28% hits | DNA dC->dU-editing enzyme APOBEC-3G (Homo sapiens), Q9HC16 | AID 493012, 2011;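 active = inhibition of at least 40% at 20 µM, with no more than 30% in the related APOBEC3A deaminase screen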;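 also: plate controls were DMSO wells with A3G for no effect and wells lacking A3G enzyme for full effect; some compounds called inactive have numbers as strong as hits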
Target sequence (Q9HC16 whole entry, looked up): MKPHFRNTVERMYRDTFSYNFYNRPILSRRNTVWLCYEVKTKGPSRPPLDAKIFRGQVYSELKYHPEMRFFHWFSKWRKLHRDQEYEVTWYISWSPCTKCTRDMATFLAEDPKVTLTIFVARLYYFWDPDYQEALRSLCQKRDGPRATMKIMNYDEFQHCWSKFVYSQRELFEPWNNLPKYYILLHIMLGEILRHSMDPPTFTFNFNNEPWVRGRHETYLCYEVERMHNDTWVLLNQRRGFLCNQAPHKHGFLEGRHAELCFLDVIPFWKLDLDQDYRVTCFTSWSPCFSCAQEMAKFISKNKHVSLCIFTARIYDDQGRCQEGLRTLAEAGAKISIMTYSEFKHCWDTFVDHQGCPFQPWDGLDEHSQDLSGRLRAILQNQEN
TIM10 inh – growth inhibitors of isogenic TIM10 control yeast, primary screen, counter-screen for tim10-1 yeast inhibitor project, luminescence, uHTS | S. cerevisiae TIM10 strain growth, BacTiter-Glo luminescence, 24 h | inhibition, % at 10 µM | 330,000 compounds, 1.4% hits | AID 463195, 2010;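 active = inhibition of 40% or more at the single tested concentration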;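 also: wild-type TIM10 isogenic control strain grown at permissive 25 °C; 0% = DMSO yeast wells and 100% = minimal medium wells without yeast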
mIAP activ – activators of mouse IAP, primary screen, biochemical, luminescence, uHTS | intestinal alkaline phosphatase [Mus musculus] | muIAP, CDP-Star luminescence, 30 min; stronger effect = higher value; 1 = vehicle-only enzyme signal, 0 = enzyme-free wells | activation factor at 10 µM | 330,000 compounds, 0.24% hits | AID 2805, 2010;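 active = activation factor of at least 2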; also: the source names both 10 and 20 µM as test concentration; values of inactives mirror those of a sister screen read the other way
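also added = chemiluminescent substrate CDP-Star | test system = mouse IAP enzyme | signal = chemiluminescence readout | compound = DMSO-dissolved test compounds | incubation = 30 min at room temperature | benchmarks = DMSO wells, no-enzyme wells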
beta cell repl – inducers of MIN6 beta-cell proliferation, primary screen, ATP luminescence, uHTS; MIN6 cells proliferation, ATPlite luminescence, 48 h; cells starved in 0.2% serum; 100% = growth in 10% serum; proliferation, % at 10 µM; 330,000 compounds, 0.29% hits;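 active = compounds whose signal lies at least 3.5 SD above the mean of all wells on their plate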;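 also: 0% = DMSO-treated cells in low-serum medium and 100% = 10% serum control; some compounds called inactive have numbers as strong as hits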
mIAP block – inhibitors of mouse IAP, primary screen, biochemical, luminescence, uHTS. intestinal alkaline phosphatase [Mus musculus]. purified mouse IAP, CDP-Star luminescence, 30 min. inhibition, % at 10 µM. 330,000 compounds, 0.2% hits. AID 2806, 2010;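 active = inhibition of at least 40% at 10 µM in the primary screen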;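 also: plate controls were DMSO with enzyme for no effect and no enzyme wells for full effect; values of inactives mirror those of a sister screen read the other way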
APOBEC3A inh – APOBEC3A ssDNA deaminase inhibitors, primary screen, selectivity assay for APOBEC3G inhibitor project, biochemical, FAM/TAMRA oligo cleavage fluorescence | inhibition, % at 20 µM | 330,000 compounds, 0.41% hits | recombinant A3A, FAM/TAMRA ssDNA deamination fluorescence | DNA dC->dU-editing enzyme APOBEC-3A (Homo sapiens), P31941;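 active = at least 40% inhibition at 20 µM here, with at most 30% in a related deaminase screen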;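 also: plate controls were A3A with DMSO for no effect and wells lacking A3A enzyme for full effect; some results filed as inactive read as strong as hits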
Target sequence (P31941 whole entry, looked up): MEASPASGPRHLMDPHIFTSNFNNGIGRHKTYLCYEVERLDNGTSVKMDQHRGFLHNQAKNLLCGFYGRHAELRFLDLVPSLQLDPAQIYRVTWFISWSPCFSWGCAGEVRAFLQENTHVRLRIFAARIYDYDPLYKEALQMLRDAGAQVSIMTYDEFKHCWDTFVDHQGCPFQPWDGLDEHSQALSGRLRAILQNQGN
* = called active by the depositor.

nr	molecule	hIAP inh	NALP3 yeast inh	tim10-1 inh	A3G deaminase	TIM10 inh	mIAP activ	beta cell repl	mIAP block	APOBEC3A inh
1	COc1ccc(CNC(=O)CN(C(=O)CCC(=O)Nc2ccccn2)c2cccc(C)c2C)cc1	0	18	0	-11	11	0.93	-2	7	-1
2	COC(=O)c1c(C)oc(C)c1S(=O)(=O)NC(C)(C)C	3	-8	3	-6	16	0.91	-3	9	-2
3	CC(C)c1ccc(NC(=O)Cc2cn(C)c3ccccc23)cc1	-18	17	26	-6	47*	1.2	-4	-16	0
4	O=c1c2c(-c3ccc([N+](=O)[O-])cc3)csc2nc2n1CCC2	13	20	16	4	11	0.97	-3	3	2
5	CC(=O)Nc1ccccc1Oc1ccccc1	1	-7	12	-9	-4	0.86	2	14	1
6	O=C(CN1CCOCC1)Nc1nc2ccc(F)cc2s1	7	19	5	22	10	0.94	-5	6	1
7	Cc1cccc(NC(=O)COC(=O)Cc2c[nH]c3ccccc23)c1C	0	5	2	1	16	1	-3	-2	4
8	COc1ccc(-c2noc(CN3CCC(Cc4ccccc4)CC3)n2)cc1	6	4	25	-3	16	0.94	-4	6	1
9	CN(Cc1ccccc1Cl)C(=O)c1cnccc1C(F)(F)F	-16	11	-8	-3	-10	0.95	0	5	-1
10	O=C(CN1CCOCC1)N1N=C(c2cccs2)CC1c1cccs1 (stereo not given)	-22	9	18	-2	7	1.1	2	-12	2
11	CCc1nnc(NC(=O)CSc2nc(N)c(NC(=O)c3ccc(OC)cc3)c(=O)[nH]2)s1	30	14	-8	-4	5	0.94	2	6	-1
12	COc1cccc(CN2CCC(n3nccc3NC(=O)CCCc3ccccc3)CC2)c1O	-63	12	6	-5	-9	1.4	-2	-38	-9
13	CCCCOc1ccc(C(=O)NCC(=O)N2CCN(Cc3ccc4c(c3)OCO4)CC2)cc1	18	9	13	-4	25	1.1	1	-10	-1
14	COc1ccc(CCNS(=O)(=O)c2ccc3c(c2)NC(=O)CS3)cc1OC	8	-2	0	-6	1	0.94	-1	6	-3
15	Cn1c(CCNC(=O)c2ccco2)nc2cc(NC(=O)c3ccccc3)ccc21	6	11	-19	6	9	1	-1	0	0
16	CCO[C@@H]1OC(C(=O)N2CCN(Cc3ccc4c(c3)OCO4)CC2)=C[C@H](c2coc3ccccc3c2=O)[C@H]1CCCO	-9	1	-6	-13	-6	1.1	-3	-9	-4
17	CCn1nnc(NC(=O)c2ccc(Br)o2)n1	-20	10	-9	-2	-2	1.1	-1	-9	10
18	O=C(COC(=O)c1nc(Cl)ccc1Cl)NC(=O)c1ccccc1	-13	9	-7	0	12	0.96	-1	4	2
19	CC(NC(=O)COC(=O)c1ccc([N+](=O)[O-])o1)c1ccccc1 (stereo not given)	-4	15	-131	-2	-133	1	1	-3	-2
20	COc1cc(C(=S)N2CCOCC2)cc(OC)c1OC(=O)Cc1ccc(F)cc1	-8	10	26	21	18	1	0	-1	2
21	CCCc1c(O)nc(SCCN(CC)CC)[nH]c1=O	6	8	11	-5	-5	1	0	0	0
22	COc1ccc(C)cc1S(=O)(=O)Nc1ccc(F)cc1	-7	5	12	-1	15	1	-1	-4	2
23	CCCCOc1ccccc1C(=O)NNC(=S)NC(=O)c1ccccc1[N+](=O)[O-]	-12	26	19	-8	17	0.79	-2	21	-2
24	CC(NC(=O)c1cc(S(=O)(=O)N(C)C)ccc1Cl)c1ccc(-n2ccnc2)cc1 (stereo not given)	9	4	13	-8	9	0.94	-1	6	-6
25	CCOC(=O)[C@H]1[C@H]2COc3ccc(OC)cc3[C@@H]2N2C(=O)CN(Cc3ccc(F)cc3)C(=O)[C@@]12C	-1	6	7	-12	11	1.1	3	-6	1
26	Cc1cnc(NC(=O)COc2ccccc2Cl)s1	9	19	10	-5	13	1	-5	0	-1
27	O=C(NC1(C(F)(F)F)C(=O)Nc2c1c(=O)[nH]c(=O)n2Cc1ccccc1)c1ccc(Cl)cc1 (stereo not given)	0	16	21	-5	-25	1	-3	-1	0
28	CCCOc1ccc(N2C(=O)CC(N(Cc3ccco3)C(C)=O)C2=O)cc1 (stereo not given)	9	-5	15	-7	12	0.88	1	12	-1
29	O=C(CCS(=O)(=O)c1ccccc1)Nc1ncc([N+](=O)[O-])s1	0	-3	25	-12	41*	1	-6	-3	-3
30	COc1ccc(NC(=O)Nc2sc(=S)n(C)c2C)cc1	2	17	8	-1	5	1.1	-2	-6	-2
31	O=C(O)C1CC=CCC1C(=O)Nc1ccc(F)c(F)c1 (stereo not given)	24	-1	5	-4	0	0.99	-1	1	-5
32	Cc1ccc([N+](=O)[O-])cc1S(=O)(=O)N1CCNCC1	1	14	5	-3	-5	1	-2	0	3
33	c1ccc(Cn2c(SCc3nc4ccccc4s3)nnc2-c2ccco2)cc1	-6	26	17	1	-6	0.79	2	21	2
34	Cn1c(=O)c2cc3ccccc3nc2n(C)c1=O	-4	-9	25	-1	16	1.1	4	-10	1
35	CC(C)Cc1nnc(NC(=O)CCC(=O)N2CCOCC2)s1	-25	6	-19	-5	-2	1	0	-4	-3
36	Cc1cc(C(F)(F)F)nc(SCc2ccc(C(=O)O)o2)n1	9	2	18	-2	-4	1	-1	-2	7
37	COc1ccc(NS(=O)(=O)c2ccc3oc(=S)[nH]c3c2)cc1	-34	11	1	-12	2	1.1	-2	-7	-4
38	O=C(c1ccccc1)N1CCCCC(Cl)C1=O (stereo not given)	11	7	6	-9	5	0.97	0	3	-3
39	CC1CCN(C(=O)COC(=O)Cc2ccc(Br)cc2)CC1	-3	9	7	6	-16	1.1	-2	-11	4
40	CCCNC(=O)C12CCC(C)(c3nc4cc(C)c(C)cc4nc31)C2(C)C (stereo not given)	-7	-1	42*	-4	22	0.88	1	12	2

A second format for some results above.
Order of results: hIAP inh, NALP3 yeast inh, tim10-1 inh, A3G deaminase, TIM10 inh, mIAP activ, beta cell repl, mIAP block, APOBEC3A inh
[31] O=C(O)C1CC=CCC1C(=O)Nc1ccc(F)c(F)c1 (stereo not given)
    24, -1, 5, -4, 0, 0.99, -1, 1, -5
[32] Cc1ccc([N+](=O)[O-])cc1S(=O)(=O)N1CCNCC1
    1, 14, 5, -3, -5, 1, -2, 0, 3
[33] c1ccc(Cn2c(SCc3nc4ccccc4s3)nnc2-c2ccco2)cc1
    -6, 26, 17, 1, -6, 0.79, 2, 21, 2
[34] Cn1c(=O)c2cc3ccccc3nc2n(C)c1=O
    -4, -9, 25, -1, 16, 1.1, 4, -10, 1
[35] CC(C)Cc1nnc(NC(=O)CCC(=O)N2CCOCC2)s1
    -25, 6, -19, -5, -2, 1, 0, -4, -3
[36] Cc1cc(C(F)(F)F)nc(SCc2ccc(C(=O)O)o2)n1
    9, 2, 18, -2, -4, 1, -1, -2, 7
[37] COc1ccc(NS(=O)(=O)c2ccc3oc(=S)[nH]c3c2)cc1
    -34, 11, 1, -12, 2, 1.1, -2, -7, -4
[38] O=C(c1ccccc1)N1CCCCC(Cl)C1=O (stereo not given)
    11, 7, 6, -9, 5, 0.97, 0, 3, -3
[39] CC1CCN(C(=O)COC(=O)Cc2ccc(Br)cc2)CC1
    -3, 9, 7, 6, -16, 1.1, -2, -11, 4
[40] CCCNC(=O)C12CCC(C)(c3nc4cc(C)c(C)cc4nc31)C2(C)C (stereo not given)
    -7, -1, 42*, -4, 22, 0.88, 1, 12, 2

Next section
nr	molecule	hIAP inh	NALP3 yeast inh	tim10-1 inh	A3G deaminase	TIM10 inh	mIAP activ	beta cell repl	mIAP block	APOBEC3A inh
41	Cc1ccc(-n2c(C)cc3c2CCCC3=O)cc1	-7	45	22	-4	12	0.9	-3	10	-8
42	CCCn1nnc(NC(=O)/C=C/c2ccc(C(C)C)cc2)n1	13	23	-11	-5	2	1.1	-2	-5	-1
43	CCC1NC(=S)N(C2CCCCC2)C1=O (stereo not given)	-18	-4	18	-1	14	1	-3	-2	2
44	O=C(CN1C(=O)CCS(=O)(=O)c2ccccc21)Nc1ccc(Cl)cc1	-21	14	10	-5	2	0.95	0	5	-3
45	CCSc1nnc([C@H](C)NC(=O)OC(C)(C)C)o1	8	10	9	-3	-2	0.92	0	8	0
46	COc1ccccc1NC(=O)C1=C(C)Nc2nc(-c3ccccc3)nn2C1c1ccccn1 (stereo not given)	3	2	6	-5	-1	0.98	-2	2	0
47	CC(C)Cn1c(CNC(=O)c2ccccc2)nc2ccccc21	-10	-12	39	-5	20	0.96	1	4	-5
48	O=C(c1ccc2snnc2c1)N1CCCC1	-9	7	-2	-12	-15	0.91	0	9	-2
49	CCOC(=O)c1nnn(-c2nonc2N)c1COc1cc(C)c(Cl)c(C)c1	-11	23	30	-5	7	0.98	-4	2	-8
50	Cc1nc(-c2cccnc2)sc1C(=O)Nc1ccc(C(F)(F)F)cc1	0	9	37	-3	20	0.97	-5	3	-4
51	O=C(c1cc(S(=O)(=O)N2CCOCC2)ccc1F)N(Cc1nnc(-c2ccccc2Cl)o1)C1CC1	1	23	19	-16	16	0.9	0	10	-3
52	Cc1nc([N+](=O)[O-])cn1CC(=O)c1ccc(Br)cc1	-5	14	-74	-8	-144	1.1	0	-8	-3
53	Nc1cc(OC(=O)c2ccc(F)cc2)nn1S(=O)(=O)c1ccccc1	0	7	26	-7	39	1.1	-2	-6	-1
54	N#C/C(=C(/O)c1cccs1)c1nc2ccccc2[nH]1	-15	4	14	-5	-13	0.91	-3	9	-9
55	COc1ccc(S(=O)(=O)N2CCN(CC(=O)Nc3cc(C(F)(F)F)ccc3Cl)CC2)cc1	14	11	7	-10	1	0.92	-1	8	-4
56	COC(=O)CCCC1=CC2=CC(=O)C(C)(OC(=O)c3cccs3)C(=O)C2=CN1c1cccc(C#N)c1 (stereo not given)	3	13	-9	-13	-1	0.98	-4	2	-5
57	CC(=O)NC1(C(F)(F)F)N=C2SCCN2C1=O (stereo not given)	8	-9	4	-12	3	0.96	2	4	-5
58	CN1CCN(C(=O)c2ccc3c(c2)N(Cc2ccc(F)cc2)C(=O)c2ccccc2S3=O)CC1 (stereo not given)	-4	14	-30	4	-26	0.97	2	3	0

Bioassay records deposited in PubChem BioAssay by Sanford-Burnham Center for Chemical Genomics.
